Assay outcomes (PubChem)
USP1 inh – USP1/UAF1 (human) deubiquitinase inhibition; Potency, µM (series often up to 57.1 µM), for the others: at the highest dose activity change, negative = inhibition, actives largely listed as inhibitors; hit rate 0.23% among 390,000; recombinant USP1/UAF1, Ub-Rhodamine cleavage fluorescence; further: potency means the concentration at half of the fitted maximal effect; on the % scale 0 is the no-effect control and ±100 the full control effect; nearly all actives have a fitted effect of over 60% in size; inactives centre near -12
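Step one: compound is pinned into 1nM USP1/UAF1 in HEPES pH 7.8 buffer with TCEP. Step two: 15 min room-temperature incubation. Step three: Ub-Rho (150nM final) starts cleavage, tracked by fluorescence over six one-minute reads.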
GRP78 ERSR act – inducers of ER stress response in human glioma cells; U87-MG GRP78 promoter luciferase reporter, 16 h; Potency, µM, without a hit: top-dose activation, actives largely listed as activators; hit rate 0.02% among 420,000; further: potency means the concentration at half of the fitted maximal effect; series mostly up to about 76 µM; % of control where 0% means no effect; nearly all actives have a fitted effect of over 35% in size
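ERSR induction read as luciferase luminescence (Bright-Glo, 10 min at room temperature) in stably transfected human U87-MG glioma cells exposed to compounds for 16 h, using GRP78 as sensor.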
Vif-A3G inh – inhibitors of Vif-APOBEC3G interaction; Q9HC16; HeLa A3G-eYFP + Vif (tagged APOBEC3G with the HIV-1 protein that degrades it), YFP fluorescence, overnight; Potency, µM (top dose mostly 46.1 µM), for inactives: at the top dose activity, negative = active, actives largely listed as inhibitors; hit rate 0.076% among 410,000;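 further: potency means the concentration at half of the fitted maximal effect; on the % scale 0 is the no-effect control and ±100 the full control effect; nearly all actives have a fitted effect of over 60% in size; hits raise eYFP signal because A3G escapes Vif-driven loss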
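Read-out is eYFP fluorescence (Ex 488/Em 500-530) from Vif-expressing HeLa A3G-eYFP cells; more signal means A3G escaped Vif-mediated degradation. Cells plated overnight, compound pinned in, incubated overnight at 37 deg C.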
Vif-APOBEC3F blk – Vif-A3F binding inhibition; HeLa A3F-eYFP + Vif (tagged APOBEC3F with the HIV-1 protein that degrades it), YFP fluorescence increase; hit rate 0.2% among 390,000; AID 602313; Potency, µM (series often up to 46.1 µM), for inactives: top-dose activity, negative = active; further: potency means the concentration at half of the fitted maximal effect; % of control where 0% means no effect; nearly all actives have a fitted effect of over 65% in size
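Fluorescence increase (Ex 488/Em 500-530) after overnight compound treatment at 37 deg C flags inhibition of Vif-driven A3F-eYFP loss in stable HeLa A3F-eYFP/Vif cells seeded overnight beforehand.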
LDHA block – LDHA (human) enzyme inhibition; P00338; purified LDHA, NADH/diaphorase-resazurin fluorescence; active compounds read low; activity change, % (values are at about 110 or 230 µM); hit rate 0.15% among 480,000; in the data active means activity change below about -30%; inconclusive means mostly about -25% to -30%;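 further: plate controls were DMSO wells for no effect and wells without enzyme for full effect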
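Remaining NADH was detected by diaphorase (0.133 mg/mL) converting 37 µM resazurin to fluorescent resorufin, read at 0 and 20 minutes. The preceding 5-minute room-temperature reaction used 2 nM LDHA, 0.2 mM sodium pyruvate and 0.06 mM NADH at pH 7.4.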
RXFP1 ag – activates the human relaxin receptor RXFP1 | Potency, µM (doses to about 57.5 µM), without a hit: top-dose activation, most hits filed as activators | HEK293T-RXFP1 cAMP TR-FRET, 30 min; response scale: percent of porcine relaxin response, buffer zero | hit rate 0.3% among 370,000 | AID 2676; further: potency means the concentration at half of the fitted maximal effect; on the % scale 0 is the no-effect control and ±100 the full control effect; nearly all actives have a fitted effect of over 60% in size; many of its hits are not listed in these tables
Target sequence (Q9HBX9 whole entry, looked up): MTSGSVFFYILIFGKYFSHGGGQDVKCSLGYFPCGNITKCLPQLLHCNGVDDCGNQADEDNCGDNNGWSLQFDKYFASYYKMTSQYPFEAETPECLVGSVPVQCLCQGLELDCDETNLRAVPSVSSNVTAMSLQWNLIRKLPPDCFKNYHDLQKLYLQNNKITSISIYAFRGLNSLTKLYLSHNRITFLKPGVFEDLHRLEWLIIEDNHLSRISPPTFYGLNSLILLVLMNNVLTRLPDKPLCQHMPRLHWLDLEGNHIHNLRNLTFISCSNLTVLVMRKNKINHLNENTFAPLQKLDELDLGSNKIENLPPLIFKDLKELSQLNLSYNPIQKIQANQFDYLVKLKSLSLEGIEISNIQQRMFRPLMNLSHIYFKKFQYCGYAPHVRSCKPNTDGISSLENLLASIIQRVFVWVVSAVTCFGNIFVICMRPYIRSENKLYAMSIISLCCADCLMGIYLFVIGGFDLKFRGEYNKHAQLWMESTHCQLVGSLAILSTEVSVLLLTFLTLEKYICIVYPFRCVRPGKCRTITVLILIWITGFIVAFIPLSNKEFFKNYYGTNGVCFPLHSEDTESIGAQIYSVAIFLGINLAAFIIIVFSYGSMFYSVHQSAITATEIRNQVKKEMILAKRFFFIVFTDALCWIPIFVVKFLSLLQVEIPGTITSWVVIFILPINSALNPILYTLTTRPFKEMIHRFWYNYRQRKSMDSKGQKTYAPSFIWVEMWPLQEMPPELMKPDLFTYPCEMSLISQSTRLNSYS
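HEK293T cells stably expressing RXFP1 were pretreated with the PDE4 inhibitor Ro 20174, exposed to compounds for 30 min at 37C, lysed, and cAMP was read by TR-FRET. Data normalized to buffer (basal) and 29 nM porcine relaxin (100%).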
TrxR1 substrate – rat thioredoxin reductase 1 substrate activity | Potency, µM (top dose mostly 114 µM), for inactives: at the highest dose activity change, negative = substrate turnover | purified TrxR1 substrate turnover, NADPH consumption readout | hit rate 0.01% among 390,000 | O89049; further: potency means the concentration at half of the fitted maximal effect; on the % scale 0 is the no-effect control and ±100 the full control effect; nearly all actives have a fitted effect of over 50% in size
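Rat TrxR1, dispensed at 90 nM, was prereduced with 400 uM NADPH (final) for 5 min at ~22 deg C, then incubated with compound 15 min before 400 uM selenite. A first-read NADPH fluorescence drop versus no-compound background flagged substrates.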
PI4K2A block – blocks human PI4K2A kinase activity. hit rate 0.13% among 420,000. Q9BTU6. activity change, negative = inhibition, % at 76.9 µM. purified PI4K2A, ADP-Glo luminescence, 1 h; active compounds read low; in the data active means activity change below about -50%; inconclusive means mostly about -30% to -49%;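 further: -100% = wells without enzyme as full effect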
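Compounds are screened against recombinant PI4K2A using PI as substrate and ATP, the latter dispensed at 300 microM. Reactions run one hour at ambient temperature before ADP-Glo detection; full inhibition defined by wells lacking enzyme.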
mIDH1 inhibitor – inhibitors of human mutant IDH1 R132H. IDH1-R132H enzyme, NADPH consumption, diaphorase/resazurin fluorescence. Potency, µM (titrated, usually from 76.6 µM), for inactives: at the highest dose activity change, negative = inhibition, most hits filed as inhibitors. hit rate 0.093% among 390,000. AID 602179; further: potency means the concentration at half of the fitted maximal effect; on the % scale 0 is the no-effect control and ±100 the full control effect; nearly all actives have a fitted effect of over 65% in size
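IDH1-R132H (0.5 ug/mL) preincubated 30 min with compound, then NADPH (0.016 mM) and alpha-KG (2 mM) added; 80 min at RT, pH 7.5. Remaining NADPH coupled via diaphorase/resazurin to fluorescence (540/590 nm); concentration-response curves normalized to no-enzyme control.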
* = called active by the depositor; u = inconclusive; x = no result given; & = joins results of further samples; [ ] = another dose, or the depositor's remark. Unless noted, the call rests on the fitted dose curve; in most records, active means well fitted curve in the direction sought with a large enough effect; inconclusive means small, poorly fitted or top-dose-only effect, or another doubt; inactive means no such curve, though single readings can be large; an effect the other way counts as inactive or inconclusive. The list is partial, so the mix of outcomes need not match the whole.

SMILES | USP1 inh | GRP78 ERSR act | Vif-A3G inh | Vif-APOBEC3F blk | LDHA block | RXFP1 ag | TrxR1 substrate | PI4K2A block | mIDH1 inhibitor
CC1(C)C(=O)Nc2ccccc2N1C(=O)COC(=O)c1cc(S(C)(=O)=O)ccc1Cl | -18% | 0% | -6% | 3% | -7 | 0.1% | 2% | -7 | 2%
CCc1cc(S(=O)(=O)N2CCN(C(=O)c3ccco3)CC2)ccc1OC | -25% | -2% | -1% | -12% | -5 | 1.0% | 3% | 1 | -7%
COc1ccc(S(=O)(=O)NC2CCCCCC2)c(OC)c1 | -14% | -3% | -2% | -1% | 0 | 1.9% | -6% | 5 | 0%
O=C(Cc1csc2nc(-c3ccccc3)cn12)NCc1ccc(F)cc1 | -26% | -4% | -1% | 0% | -11 | 0.1% | 3%[57.1 µM] | 0 | -21%
CCOC(=O)c1cc(NC(=O)N2CCCCC2)c(C)nc1C | -4% | -2% | 3% | 4% | -2 | 0.5% | -9% | 5 | 0%
CCOC(=O)c1cc(-c2ccc(C)cc2)nc2nc(SC)[nH]c(=O)c12 | -8% | -2% | -1% | -2% | -4 | 9.0% | 36%[activator] | 2 | -1%
CC12CCC(C(=O)NCCCN3CCOCC3)(C(Br)C1=O)C2(C)C (stereo not drawn) | -6% | -3% | 1% | u | -4 | -1.8% | 1%[57.1 µM] | 1 | 5%
COC(=O)c1ccc(C(=O)OC)c(NC(=S)N2CCN(c3ccccn3)CC2)c1 | -15% | -2% | 0% | -6% | -2 | 2.7% | 1% | -23 | 10%
CN(C)S(=O)(=O)c1cccc(NC(=O)C2CCN(S(=O)(=O)c3cccs3)CC2)c1 | -8% | 2% | 2% | 1% | -1 | x | 3%[57.1 µM] | 2 | 7%
O=C(Nc1ccc(OCc2ccccc2)cc1)c1ccccc1 | -10% | -4% | 3% | 7% | -2 | 4.2% | 5% | -1 | 2%
Nc1nc(SCC(=O)Nc2cccc(C(F)(F)F)c2)n[nH]1 | -16% | -1% | 4% | 1% | -8 | -1.8% | -2% | -6 | 9%
CN(C)C(=O)c1cc(C(=O)c2ccccc2C(F)(F)F)c[nH]1 | u | -4% | 0% | 1% | -1 | 1.5% | 2%[57.1 µM] | 2 | 5%
NC(=O)c1cc([N+](=O)[O-])ccc1NCc1ccc(F)cc1 | -3% | 1% | -1% | 1% | -11 | -0.3% | -3% | 4 | -4%
COc1ccc(NC(=O)CSc2c(C)nn(-c3nnc(C)c(=O)[nH]3)c2C)cc1 | -22% | -3% | -1% | -3% | 5 | -0.3% | 3% | 1 | -1%
Cc1cc(NC(=O)c2ccc(-c3ccccc3[N+](=O)[O-])o2)no1 | -10% | 3% | -11% | -2% | -11 | x | 0% | 7 | -8%
Nc1nc(-c2ccc(S(=O)(=O)N3CCCCC3)cc2)cs1 | -20% | 2% | -4% | -20% | 1 | 2.4% | 34%[activator] | -3 | 3%
CCOC(=O)c1ccc(NC(=S)N(CCN2CCCCCC2)Cc2ccco2)cc1 | -18% | 0% | -4% | 10% | 0 | -2.5% | -10% | -1 | 4%
O=C(NCc1ccc(F)cc1)C(c1cccs1)N(C(=O)c1csnn1)C1CC1 (stereo not drawn) | -23% | -1% | 1% | -5% | -4 | -0.7% | -4% | 1 | 5%
COc1ccccc1C(=O)NCCC(=O)NCCOc1ccc(C)cc1 | -25% | -4% | 1% | 0% | -2 | x | x | -2 | -4%
Cc1ccc(NC(=O)N[C@H](C(=O)O)C(C)C)c(C)c1 | -3% | -1% | 0% | 0% | 1 | -0.3% | 10% | -8 | 1%
CC(=O)c1ccc(N2CCN(C(=O)c3ccc(NC(=O)C4CCCO4)cc3)CC2)cc1 (stereo not drawn) | -17% | -1% | -6% | 4% | -6 | -0.7% | -5% | 0 | -9%
COc1ccc(C(=O)COC(=O)CNS(=O)(=O)c2ccc(C)cc2)cc1 | -18% | -2% | 0% | -4% | -5 | 0.0% | -5% | 3 | 4%
Cc1ccc(C(=O)Nc2cc3cc(Cl)ccc3oc2=O)cc1 | u | -3% | -42% | -25% | -15 | 0.7% | 20% | 4 | 32%[activator]
COc1cc(OC)cc(C(=O)NCC(=O)N2CCN(c3ccc(O)cc3)CC2)c1 | -2% | -1% | -23% | -6% | 33 | -4.2% | 3% | -5 | 0%
O=C(NC1CCCC1)C(c1ccc(F)cc1)N(C(=O)c1csnn1)c1ccccc1F (stereo not drawn) | -13% | 2% | -1% | -9% | -6 | 0.0% | 0% | -4 | -9%
O=C(c1cc(-c2ccccc2O)on1)N1CCCC1 | -20% | 3% | 3% | 1% | -2 | 2.5% | 3%[57.1 µM] | -8 | 1%
Cc1ccc(C(=O)Nc2scc(-c3ccccc3)c2C(=O)O)cc1 | -1% | -7% | 1% | 1% | -8 | x | -7%[57.1 µM] | -6 | 28%
Cc1noc(C)c1S(=O)(=O)N(C)C[C@H]1Oc2ccc(NC(=O)NC3CCCCC3)cc2C(=O)N([C@H](C)CO)C[C@@H]1C | -35% | -1% | 2% | -6% | 5 | x | -8%[57.1 µM] | -1 | 11%
CCOc1ccc(NC(=O)N(CCN2CCOCC2)Cc2ccc3c(c2)CCCN3CC)cc1 | -7% | -4% | -1% | x | 0 | -0.8% | -4% | -4 | 5%
CN(C)S(=O)(=O)c1ccc(C(=O)OCC(=O)Nc2ccc(OC(F)F)cc2)cc1 | -10% | -1% | -8% | 2% | -3 | 2.6% | 6% | -6 | 11%
CC(C)(C)c1ccc(C(=O)CCC(=O)OCC(=O)NCCc2ccc(S(N)(=O)=O)cc2)cc1 | -8% | -10% | 0% | -11% | -7 | -0.5% | -13% | 8 | -2%
COC(=O)c1ccccc1NC(=O)c1nc(SCc2ccccc2C)ncc1Cl | -5% | x | x | x | -1 | -5.5% | 0% | 5 | x
CCOCCCNC(=O)c1cc2c(=O)n3ccccc3nc2s1 | -29%&-28% | -3%&1% | 0%&-3% | -1%&-2% | 2&-9 | u | 419%[activator] | -6&-6 | -8%&-4%
c1ccc2c(c1)NC1(CCCCC1)n1c-2nc2ccccc21 | -11% | 7% | 1% | -5% | -1 | 3.9% | 216%[activator] | -9 | 10%
CS(=O)(=O)c1ccccc1C(=O)Nc1cc2c(cc1C(=O)O)OCCCO2 | 1% | -1% | 1% | -1% | -10 | 2.3% | -3% | 0 | 3%
O=C1OC(N2CCN(C(=O)c3ccco3)CC2)c2ccccc21 (stereo not drawn) | -10% | -3% | 3% | -3% | 1 | -0.2% | -2% | 3 | 5%
CC(C)(C)CC(C)(C)NC(=O)c1ccc2snnc2c1 | -2% | -4% | -5% | -24% | -7 | -0.6% | -8% | -1 | -2%
O=C(NCC(=O)N1CCC2(CC1)NCCc1[nH]cnc12)c1ccccc1F | -19% | -2% | 4% | -7% | 1 | 4.4% | 7% | -5 | 6%
Cn1ncc([N+](=O)[O-])c1C(=O)N/N=C/c1ccc(F)cc1 | -11% | -1% | 0% | 4% | 1 | 4.6% | -7% | 3 | 2%
O=C(Cc1ccc(Cl)cc1)NCCCNC(=O)c1cccnc1 | -7% | -2% | -4% | 1% | -7 | -4.7% | 1% | -2 | 12%
CCN1C(=O)/C(=C/N(C)c2ccccc2)OC1=S | -19% | 3% | -6% | -2% | 2 | -1.4% | 1% | 3 | 1%
COC(=O)c1c(NC(C)=O)sc(C(=O)Nc2ccccc2OC)c1C | u | 6% | 2% | 6% | -8 | u | 43% | -5 | 11%
CCOC(=O)Cc1csc(NC(=O)CSc2nnc(-c3ccncc3)n2Cc2ccco2)n1 | -14% | -6% | 1% | -4% | -9 | x | -3% | 2 | 16%

Part of the list above, with two lines to a compound:
The line under a structure holds: USP1 inh	GRP78 ERSR act	Vif-A3G inh	Vif-APOBEC3F blk	LDHA block	RXFP1 ag	TrxR1 substrate	PI4K2A block	mIDH1 inhibitor
- CC(C)(C)CC(C)(C)NC(=O)c1ccc2snnc2c1
 : -2%	-4%	-5%	-24%	-7	-0.6%	-8%	-1	-2%
- O=C(NCC(=O)N1CCC2(CC1)NCCc1[nH]cnc12)c1ccccc1F
 : -19%	-2%	4%	-7%	1	4.4%	7%	-5	6%
- Cn1ncc([N+](=O)[O-])c1C(=O)N/N=C/c1ccc(F)cc1
 : -11%	-1%	0%	4%	1	4.6%	-7%	3	2%
- O=C(Cc1ccc(Cl)cc1)NCCCNC(=O)c1cccnc1
 : -7%	-2%	-4%	1%	-7	-4.7%	1%	-2	12%
- CCN1C(=O)/C(=C/N(C)c2ccccc2)OC1=S
 : -19%	3%	-6%	-2%	2	-1.4%	1%	3	1%
- COC(=O)c1c(NC(C)=O)sc(C(=O)Nc2ccccc2OC)c1C
 : u	6%	2%	6%	-8	u	43%	-5	11%
- CCOC(=O)Cc1csc(NC(=O)CSc2nnc(-c3ccncc3)n2Cc2ccco2)n1
 : -14%	-6%	1%	-4%	-9	x	-3%	2	16%
